NPY-Y1 antag: blocks the human neuropeptide Y Y1 receptor. 200,000 compounds, 1% hits. AID 1040. HEK293-CNG Y1 cells, membrane potential fluorescence; NPY at EC95, then isoproterenol. inhibition, % at 3.6 µM. P25929;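 active = inhibition above the campaign mean inhibition of all tested compounds plus 3 SD, cut at about 20% in these data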;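 note: 0% = DMSO wells given NPY plus isoproterenol and 100% = isoproterenol alone without NPY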
Target sequence (P25929 whole entry, looked up): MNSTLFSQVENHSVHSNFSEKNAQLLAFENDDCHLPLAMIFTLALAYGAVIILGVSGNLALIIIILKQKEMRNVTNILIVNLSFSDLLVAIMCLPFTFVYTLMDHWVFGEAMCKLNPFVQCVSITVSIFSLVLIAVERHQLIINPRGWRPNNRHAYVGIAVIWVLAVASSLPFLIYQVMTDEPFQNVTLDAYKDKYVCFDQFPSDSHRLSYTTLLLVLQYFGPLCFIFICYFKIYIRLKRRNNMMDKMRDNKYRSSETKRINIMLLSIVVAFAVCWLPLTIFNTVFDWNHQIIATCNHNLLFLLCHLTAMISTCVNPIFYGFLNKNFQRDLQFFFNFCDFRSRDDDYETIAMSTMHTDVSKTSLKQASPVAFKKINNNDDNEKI
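Material: Y1- and CNG-channel-expressing HEK293 cells / Probe or stimulus: NPY 25 nM then isoproterenol 1 µM plus Ro 20-1724 25 µM / Doses: 3.6 µM single dose, DMSO 0.4% / Schedule: compound incubation 1 h at room temperature, readout 45 min post-stimulation / Signal: membrane potential fluorescence / Benchmarks: isoproterenol-only wells as full block versus NPY-plus-isoproterenol wells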
NPY1 pot ag: human NPY-Y1 potentiation or agonism, primary screen; activation, % at 3.6 µM; AID 1304; 220,000 compounds, 0.37% hits; P25929; NPY-Y1 expressing cells, potentiator/agonist activation; in the data active = activation above about 33%, passing the limit was not always enough;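 note: cells stimulated with NPY at EC10 then isoproterenol at EC100; 0% = low agonist plus stimulus and 100% = saturating agonist plus stimulus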
Runt-SMMHC FRET: blocks binding of human RUNX1 Runt domain to CBFb-SMMHC. Q01196+Q13951. Cerulean-Runt/Venus-CBFb-SMMHC FRET ratio 530/480, 1 h. inhibition, % at 20 µM. 220,000 compounds, 0.74% hits;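 active = mean inhibition across duplicate retests at 20 µM reaching about 50%, limit read from the data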;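 note: 0% = DMSO wells and 100% = wells with excess untagged CBFb-SMMHC; inhibitors lower the FRET ratio by blocking Runt binding to CBFb-SMMHC; some results filed as inactive read as strong as hits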
Hck-Nef inh: inhibitors of human Hck kinase activated by Nef; P08631; Recombinant Hck-YEEI plus Nef, Z-Lyte FRET kinase assay; inhibition, % at 20 µM; 220,000 compounds, 0.68% hits;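 active = Hck-Nef kinase inhibition above about 50%, limit read from the data; inactive = inhibition below that limit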;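 note: 0% = DMSO with Hck plus Nef and 100% = Hck alone without Nef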
Target sequence (P08631 whole entry, looked up): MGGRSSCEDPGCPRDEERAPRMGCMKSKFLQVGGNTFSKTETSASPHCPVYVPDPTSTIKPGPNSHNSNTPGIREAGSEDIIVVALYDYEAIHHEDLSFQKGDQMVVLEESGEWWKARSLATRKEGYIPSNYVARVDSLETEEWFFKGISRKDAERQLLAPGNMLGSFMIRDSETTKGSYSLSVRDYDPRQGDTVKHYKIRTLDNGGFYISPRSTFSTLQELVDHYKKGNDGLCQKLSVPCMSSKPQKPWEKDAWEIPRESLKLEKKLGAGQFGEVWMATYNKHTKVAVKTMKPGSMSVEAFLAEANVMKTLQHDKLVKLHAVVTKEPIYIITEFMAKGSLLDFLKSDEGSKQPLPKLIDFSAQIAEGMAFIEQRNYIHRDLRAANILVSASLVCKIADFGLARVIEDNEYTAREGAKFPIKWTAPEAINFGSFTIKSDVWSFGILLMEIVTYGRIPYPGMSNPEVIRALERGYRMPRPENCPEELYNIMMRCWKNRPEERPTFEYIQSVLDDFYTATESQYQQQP
MDM2 E3 inh: blocks human Mdm2 ubiquitin ligase activity; Q00987; cell-based MDM2 ubiquitination luciferase reporter, 2 h; 0 = plate control, 100 = twice control, blank-subtracted; signal enhancement, % at 5 µM; 210,000 compounds, 0.11% hits; AID 1230;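 active = signal enhancement of 30% or more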;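 note: luminescence tracks abundance of the self-degrading MDM2-luciferase fusion protein; higher signal means inhibition of MDM2 E3 ligase activity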
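Assay system: stable mammalian line carrying autodegrading MDM2–luciferase fusion reporter; amount: 2000 cells seeded into each well; buffer or medium: DMEM; benchmarks: plate control and blank wells; signal: luciferase luminescence; timing: 2 h compound exposure at 37 °C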
RBBP9 inh: inhibitors of human serine hydrolase RBBP9; recombinant RBBP9, FP-Rh probe fluorescence polarization; 220,000 compounds, 0.2% hits; inhibition, % at 7.94 µM;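 active = inhibition above the campaign mean of all tested compounds plus 3 SD, cut at about 14% in these data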;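 note: plate controls were DMSO wells with RBBP9 for no effect and wells lacking RBBP9 protein for full effect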
Target sequence (O75884 whole entry, looked up): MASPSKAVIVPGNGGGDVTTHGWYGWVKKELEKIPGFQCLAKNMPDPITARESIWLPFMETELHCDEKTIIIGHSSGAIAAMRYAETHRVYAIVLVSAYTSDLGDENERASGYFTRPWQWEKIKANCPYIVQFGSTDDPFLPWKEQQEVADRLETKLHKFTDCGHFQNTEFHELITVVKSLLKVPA
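system = RBBP9 protein | input = RBBP9 at 2.5 µM in dispensed solution, before mixing | measured by = fluorescence polarization (mP), excitation 525 nm, emission 598 nm | incubation = enzyme-compound preincubation 30 min, then probe labeling 45 min, 25 °C | buffer or medium = Tris-NaCl-Pluronic buffer, pH 8.0 | compound = single dose 7.94 µM | also added = FP-Rh probe, 375 nM dispensing solution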
Runt-CBFb FRET: Runt domain-CBFb interaction inhibition | Q01196+Q13951 | Cerulean-Runt/Venus-CBFb FRET ratio 530/480, 1 h | inhibition, % at 20 µM | 220,000 compounds, 0.46% hits;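 active = inhibition over about 50% at 20 µM in the single-dose screen, limit read from the data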;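 note: 0% = DMSO wells and 100% = excess unlabeled CBFb competitor control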
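Assay system: Cerulean-tagged RUNX1 Runt domain (FRET donor) fusion protein / Amount: 100 nM each of Venus-CBFb and Cerulean-Runt domain / Medium: Tris buffer pH 7.5 with salts and BSA / Also added: Venus-CBFb 100 nM / Schedule: 1 h complex formation plus 1 h compound treatment, room temperature / Signal: FRET fluorescence / Read-out: loss of energy transfer signal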
p97 inhibitor: human p97 ATPase inhibition. inhibition, % at 8 µM. P55072. 220,000 compounds, 0.42% hits. AID 1481. recombinant p97 ATPase, Kinase-Glo ATP luminescence, 3 h; in the data active = inhibition above about 15%;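 note: 0% = DMSO vehicle and 100% = wells lacking enzyme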
NPY2 pot ag: potentiates or activates human NPY-Y2 receptor. P49146. cells expressing NPY-Y2, potentiator/agonist read-out. activation, % at 3.6 µM. 220,000 compounds, 0.45% hits. AID 1359; in the data active = activation above about 27%;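 note: cells stimulated with NPY near EC25 plus isoproterenol at EC100; 0% = vehicle plus submaximal agonist and 100% = vehicle plus saturating agonist; some results beyond the cut were filed as inactive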
Starred values were filed as active, the others as inactive; / = no result given. Compounds as they come. About 3.5% of those tested had a hit in this group.

SMILES	NPY-Y1 antag	NPY1 pot ag	Runt-SMMHC FRET	Hck-Nef inh	MDM2 E3 inh	RBBP9 inh	Runt-CBFb FRET	p97 inhibitor	NPY2 pot ag
c1ccc(Sc2ncccn2)nc1	/	29	3	-21	-7	-3	10	0	-3
Cc1ccc(C)c(OCC(=O)Nc2ccc3c(c2)OCO3)c1C	11	-1	0	5	-13	2	-9	2	6
COc1ccc(C=O)cc1COc1ccc(Cl)cc1[N+](=O)[O-]	-3	-6	-10	6	-12	-1	-1	4	0
O=C(Cc1ccccc1)N1CCC(c2nc3ccccc3[nH]2)CC1	5	-5	-3	0	-4	-1	3	-2	1
CC(=O)c1sc2nc(-c3cccs3)ccc2c1N	6	-5	83*	1	-4	-10	28	1	2
Cc1ccc2nc3sc(C(=O)Nc4c(C)[nH]c(=O)[nH]c4=O)c(N)c3cc2c1	-3	-8	18	2	-17	3	15	-2	-9
Cn1cnnc1SC(C(=O)Nc1cccc(C(F)(F)F)c1)c1ccccc1 (centres undefined)	-7	9	-8	1	-5	2	-1	3	12
Cc1ccc(-c2nn(CCC(=O)NCC3CCCO3)c(=O)c3ccccc23)cc1 (centres undefined)	0	-5	2	1	-9	-9	-1	-4	6
CCCn1c(=O)c2c(c3ccccc31)OCC(=O)N2	-6	11	0	-8	9	-5	-1	4	9
COC(=O)Nc1nnc(SCc2ccc(C)cc2)s1	8	-8	-2	-1	-10	3	-3	2	-24
Cc1ccc(N2CC(C(=O)N3CCc4ccccc43)CC2=O)cc1 (centres undefined)	8	-18	0	0	-11	-4	-1	-5	-3
COc1cc(S(=O)(=O)N2CCOCC2)cc(C(=O)c2nccn2C)c1OC	-2	23	1	2	-16	-6	1	4	17
COc1ccc([N+](=O)[O-])cc1NC(=O)c1cncc(Br)c1	1	8	3	-12	0	-1	1	8	-5
Cc1ccc(S(=O)(=O)N2CCCC2C(=O)Nn2cnnc2)cc1 (centres undefined)	-2	0	0	1	3	-7	-1	1	-41
COc1ccc(N2CC(C(=O)NCc3ccccc3)CC2=O)cc1 (centres undefined)	4	-15	-44	-10	-8	-8	-1	-5	12
O=C(O)CC1S/C(=N/N=C/c2ccc(-c3ccccc3[N+](=O)[O-])o2)NC1=O (centres undefined)	-4	-3	3	1	-2	5	12	-1	-6
COc1ccc(/C=C/C(=O)NC(=S)Nc2ccc(S(=O)(=O)Nc3nccnc3OC)cc2)cc1	2	-20	-1	1	1	-2	0	2	6
O=C(Cc1csc(-c2ccccc2)n1)NCc1ccco1	-3	15	-5	14	0	-10	2	2	7
Cc1cc(C)cc(NC(=S)N(CCN2CCCCC2)Cc2ccco2)c1	6	-16	2	-3	-17	-4	2	-4	-2
COc1ccc(OC)c(NC(=O)C23CCC(C)(C(=O)O2)C3(C)C)c1 (centres undefined)	-4	-29	2	12	-6	-6	2	-4	-13
N=c1c2c3c(sc2ncn1N)CCCC3	6	20	2	14	-5	-2	0	5	-5
CNC(=O)c1c[nH]n2c(=O)c(Cc3ccccc3F)c(C)nc12	1	8	4	3	-6	-3	1	3	3
Cc1ccc(N2C(=O)[C@@H]3[C@H](C2=O)C2c4ccccc4C=NN2[C@@H]3C(=O)c2ccc(Cl)cc2)cc1 (some centres undefined)	4	-2	3	-1	-24	-4	-12	-4	-7
CCN(Cc1ccccc1)C(=O)c1nn(-c2ccc(OC)cc2)c(=O)c2c1c1ccccc1n2C	38*	-36	2	22	-17	-7	-2	3	-9
CSC(=O)NC(=O)NC(=O)c1ccc([N+](=O)[O-])cc1	/	13	-2	16	-3	-1	-1	3	0
CCOc1ccccc1CNC(=O)c1cc2oc3ccccc3c2n1C	8	-7	2	0	-13	-21	-1	-1	-8
CCOCCc1nnc(NC(=O)c2cccs2)s1	6	-9	-2	1	-13	-6	0	-2	-13
CCS(=O)(=O)c1ccc2c(c1)N(S(C)(=O)=O)CC(C(=O)NCCOC)O2 (centres undefined)	0	-3	3	2	-1	-7	-2	2	8
CNCC(C)COc1ccccc1OCc1ccccc1 (centres undefined)	22*	-13	3	2	-12	-5	-2	0	-7
O=C(NCC1CCCO1)C(c1ccc(F)cc1)N(Cc1ccc2c(c1)OCO2)C(=O)c1ccc(CN2CCOCC2)o1 (centres undefined)	3	9	2	12	-2	-1	0	0	-2
Cc1cc(N)n2nc(-c3ccccc3)cc2n1	3	-5	0	3	-33	-2	2	-15	10
CC(C)C(=O)Nc1ccc2c(c1)nc(CCN1CCN(C)CC1)n2C	1	6	-1	1	-10	8	2	-1	-4
CC(=O)NNC(=O)CCn1nnc2ccccc21	-2	11	1	8	-9	-6	-1	0	5
COc1ccccc1CNS(=O)(=O)N(C)C	7	7	0	-4	-2	-7	1	3	6
CCC(=O)N/N=C(\C)CC(=O)Nc1cccc([N+](=O)[O-])c1	1	20	2	4	2	-7	0	2	10
COc1ccc(Oc2c(O)c3ccccc3n(C)c2=O)cc1	9	-15	8	0	-2	-8	9	-4	3
COc1ccccc1-c1nnc2sc(COc3ccc(F)cc3)nn12	4	5	-4	0	-13	-4	-6	-8	9
COc1ccccc1N/C=C/C(=C(C#N)C#N)N(C)C	-1	4	-2	-10	0	-3	-1	3	-13
O=C(NC1c2ccccc2-c2ccccc21)c1ccco1	7	-21	-1	2	-3	-7	-5	5	10
COc1cc(C)ccc1OCCOc1ccccc1Cl	3	-18	-6	-1	5	-4	-2	-6	-12
O=C(Cn1c(O)c(N=NC(=O)c2ccncc2)c2ccccc21)Nc1ccccc1	/	-11	-3	50	-10	-6	-2	5	1
COc1ccc(C(C(=O)NC(C)(C)C)N(C(=O)CNC(=O)c2cccs2)c2ccc(NC(C)=O)cc2)cc1OC (centres undefined)	2	0	0	22	-12	-6	1	3	3
CCO[C@@H]1OC(C(=O)NC2CC2)=C[C@H](c2csc3ccccc23)[C@H]1CCCO	-3	5	-1	18	/	-5	1	-2	-2
CC(OC(=O)c1ccc(S(=O)(=O)NCc2ccco2)cc1)C(=O)Nc1ncc(Cl)cc1Cl (centres undefined)	-9	15	0	6	6	-8	0	2	5
O=C(Cc1cccs1)NNC(=S)NC(=O)c1ccco1	-5	-10	4	19	1	-9	15	-3	-1
Cn1c(=O)[nH]c(=O)c2c1nc(CN1CCN(Cc3ccccc3)CC1)n2CC(N)=O	9	-12	-4	-8	-17	-3	1	0	6
COc1ccc(-c2c(C#N)c(N)nc(Sc3ccc(Cl)cc3)c2C#N)cc1	/	8	-8	11	-14	-1	2	5	-35
CN1CCc2c(OCC(=O)N3CCC(Cc4ccccc4)CC3)cccc2C1=O	-5	2	5	14	-8	-8	-2	0	18

Compound profiles, from the list above. Order of screens: NPY-Y1 antag, NPY1 pot ag, Runt-SMMHC FRET, Hck-Nef inh, MDM2 E3 inh, RBBP9 inh, Runt-CBFb FRET, p97 inhibitor, NPY2 pot ag
`CCO[C@@H]1OC(C(=O)NC2CC2)=C[C@H](c2csc3ccccc23)[C@H]1CCCO` reads -3, 5, -1, 18, /, -5, 1, -2, -2
`Cn1c(=O)[nH]c(=O)c2c1nc(CN1CCN(Cc3ccccc3)CC1)n2CC(N)=O` reads 9, -12, -4, -8, -17, -3, 1, 0, 6
`O=C(Cc1cccs1)NNC(=S)NC(=O)c1ccco1` reads -5, -10, 4, 19, 1, -9, 15, -3, -1
`CC(OC(=O)c1ccc(S(=O)(=O)NCc2ccco2)cc1)C(=O)Nc1ncc(Cl)cc1Cl` (centres undefined) reads -9, 15, 0, 6, 6, -8, 0, 2, 5
`CN1CCc2c(OCC(=O)N3CCC(Cc4ccccc4)CC3)cccc2C1=O` reads -5, 2, 5, 14, -8, -8, -2, 0, 18

Further entries
SMILES	NPY-Y1 antag	NPY1 pot ag	Runt-SMMHC FRET	Hck-Nef inh	MDM2 E3 inh	RBBP9 inh	Runt-CBFb FRET	p97 inhibitor	NPY2 pot ag
NC(=O)c1oc2ccccc2c1NC(=O)c1ccco1	-5	15	-4	5	-17	-5	2	8	11
c1nc(N2CCCC2)c2[nH]cnc2n1	-5	-2	2	19	-3	-12	-2	4	-3
COc1ccc(CNC(C)(C)C)cc1Cl	-3	4	-1	0	-11	2	1	-1	-11
O=C(NNC(=S)NC(=O)c1ccccc1[N+](=O)[O-])c1ccccc1	-1	1	0	12	-10	-10	0	4	11
C=CCNc1nc(Nc2ccc(-c3nc4ccccc4o3)cc2)nc(N2CCOCC2)n1	8	16	-5	-2	-6	-21	-1	2	2
Cc1ccc2c(Cl)c(C(=O)Nc3nn[nH]n3)sc2c1	10	-7	2	19	-3	-6	0	5	-5
COc1cccc(C2=CC(c3ccc(OC)c(OC)c3OC)n3nnnc3N2)c1 (centres undefined)	11	-16	-11	-5	-12	-6	-2	0	-2
CC(=O)c1ccc(C(=O)Nc2ccc(N3CCOCC3)cc2)cc1	-6	2	-3	0	-14	9	-1	2	-13
COc1ccc(/C=N/NC(=S)Nc2ccccc2)cc1COc1ccc(Br)cc1	/	-4	0	24	/	-2	2	1	3
COc1ccccc1CNS(=O)(=O)c1ccc(NC(C)=O)cc1	-1	-9	-1	1	-20	-2	1	4	8
COc1ccc(-c2nn(C)c3sc(C(=O)N4CCOCC4)cc23)cc1OC	-1	13	1	-1	-11	4	2	4	6
Cc1cc(NS(=O)(=O)c2ccc(NC(=S)NC(=O)c3ccccc3)cc2)no1	0	2	-3	0	-17	-1	10	-5	4
CC(C)C(C)NC(=O)COC(=O)c1cccc(C(=O)OCC(=O)NC(C)C(C)C)n1 (centres undefined)	-3	2	0	11	-18	-3	-1	-5	-10
O=C(Nc1ncc2c(n1)-c1ccccc1CC2)C1CC1	-3	-16	-3	-33	-14	-19	1	-5	-2
Clc1ccc(-c2cccs2)nn1	4	5	2	7	-6	-3	1	3	7
CCOc1ccccc1C1C(C#N)=C(N)Oc2cc(C)n(Cc3ccccn3)c(=O)c21 (centres undefined)	10	-8	2	-13	-7	-8	-1	-2	7
COc1ccc(C/C(N)=N/OC(=O)Cc2ccc(OC)c(OC)c2)cc1	3	-16	3	2	-24	-2	0	0	-1
CN=C(Nc1cc(C)nn1CCC#N)c1ccccc1	2	8	-3	2	6	-8	1	0	11
CCN1CCN(c2cc(C)c3cc(NC(=O)c4ccc(OC)c(OC)c4)ccc3n2)CC1	-6	-12	-4	1	-10	-9	-1	-8	10
COc1ccccc1NC(=O)CSc1nnc(-c2ccoc2C)n1CCc1ccccc1	2	13	-1	2	-9	2	-5	0	10

Assay outcomes deposited in PubChem BioAssay by several laboratories.
